HepG2 viability – kills HepG2 cells in TGF-b inhibitor counter-screen. HepG2 CAGA-GFP viability, ATP luminescence, 18 h. Potency, µM (series often up to 46.1 µM), for the others: top-dose activity change, negative = cytotoxicity, most hits filed as cytotoxic. 0.76% of 410,000 active; further: potency means the concentration at half of the fitted maximal effect; some results filed as inactive show a strong effect at the top dose
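CellTiter-Glo luminescence gave cytotoxicity after 18 hours at 37 degrees C. The cells were HepG2 CAGA-GFP in 1% FBS DMEM, stimulated with 500 pg/mL TGF-beta after compound addition. %Activity was normalised to no-cell wells (complete cell-killing) and DMSO (no toxicity), and curves were fitted and classified.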
MmCpn inh – blocks the Methanococcus maripaludis chaperonin Mm-Cpn; 0.031% of 330,000 active; AID 504842; Potency, µM (top dose mostly 76.9 µM), without a hit: top-dose activity, negative = inhibition, usual class: inhibitors; purified Mm-Cpn ATPase, ADP Transcreener TR-FRET; further: potency means the concentration at half of the fitted maximal effect; on the % scale 0 is the no-effect control and ±100 the full control effect; nearly all actives have a fitted effect of over 80% in size
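ATPase read-out: TR-FRET ADP immunoassay (anti-ADP Eu cryptate vs ADP-d2), ex 320 nm, em 590/665 nm; signal drops as ADP forms. Enzyme 25 nM, ATP 10 uM, 30 min at 37°C after 10 min compound preincubation.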
S2 tox – reduces viability in counter-screen for ATXN expression inhibitors | S2 cells (HEK-293 line with an ATXN2-luciferase reporter) viability, CellTiter-Fluor protease fluorescence, 24 h | Potency, µM (doses to about 56.7 µM), most hits filed as cytotoxic | 0.49% of 400,000 active | AID 651635; further: potency means the concentration at half of the fitted maximal effect; nearly all actives have a fitted effect of over 40% in size
Nrf2 ARE act – activates Nrf2 signaling; 0.31% of 410,000 active; Potency, µM (doses to about 46.1 µM), without a hit: at the highest dose activation, hits mostly activators; AID 624171; AREc32 ARE-luciferase reporter (MCF7-derived line), luminescence, 24 h; further: potency means the concentration at half of the fitted maximal effect; % of control where 0% means no effect; nearly all actives have a fitted effect of over 65% in size
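Each well held 1000 AREc32 cells, which were incubated with compound for 24 hr at 37 deg C after overnight attachment, and ARE reporter activity was quantified by firefly luciferase luminescence.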
Akt phos inh – Akt phosphorylation inhibition; 0.32% of 360,000 active; Neuro2A IGF-stimulated pAkt S473 HTRF, 20 min; stronger effect = lower value; activity change, % for hits at 50 µM; AID 651550; in the data active means activity change below about -80%; inconclusive means mostly about -51% to -80%; further: on the % scale 0 is the no-effect control and ±100 the full control effect
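Neuro2A cells in DMEM with 0.5% FBS, overnight at 37 deg C, given compound at single 50 µM final, then IGF (6 nM final) for 20 min at 37 deg C. Lysed; phospho-Akt Ser473 by HTRF after 24 h, 665/615 ratio.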
A549 viability – A549 cytotoxicity, counter-screen for Nrf2 inhibitors | A549 ARE-Fluc cells, CellTiter-Fluor viability, 18-24 h | Potency, µM (series often up to 46 µM), for inactives: at the top dose activity change, negative = cytotoxicity, most hits filed as inhibitors | 0.16% of 390,000 active | AID 504648; further: potency means the concentration at half of the fitted maximal effect; on the % scale 0 is the no-effect control and ±100 the full control effect
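A549 ARE-Fluc cells in 5% FBS OPTI-MEM, 5000 cells/well, rested 2 h then exposed to compounds in concentration-response for 18-24 h at 37 °C. Viability by CellTiter-Fluor fluorescence (Ex 405/Em 525) after 30 min; luciferase luminescence (BugLite, 15 min, RT) read afterwards.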
TGFb inhibitor – inhibitors of TGF-b signaling | Potency, µM (series often up to 46.1 µM), inactives show top-dose activity, negative = inhibition, hits mostly inhibitors | 1.2% of 410,000 active | HepG2 CAGA-GFP TGF-b/SMAD3 reporter, GFP fluorescence, 18 h; TGF-beta stimulated, 500 pg/mL final; further: potency means the concentration at half of the fitted maximal effect; on the % scale 0 is the no-effect control and ±100 the full control effect; nearly all actives have a fitted effect of over 65% in size
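Inhibition was scored as loss of TGF-beta-induced (500 pg/mL final, 18 hours, 37 degrees C) GFP in HEPG2 cells carrying a CAGA-GFP reporter, in DMEM with 1% FBS. Well GFP was summed per cell; Activity was normalised to unstimulated and stimulated DMSO wells, then concentration-response fitting.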
Nrf2 block – Nrf2 pathway inhibition. A549 ARE-Fluc reporter, luciferase luminescence, 18-24 h. AID 504444. 2.1% of 360,000 active. Potency, µM (highest dose often 46 µM), inactives show top-dose activity change, negative = inhibition, most hits filed as inhibitors; further: potency means the concentration at half of the fitted maximal effect; on the % scale 0 is the no-effect control and ±100 the full control effect; nearly all actives have a fitted effect of over 60% in size
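A549 ARE_Fluc cells (5000/well, 5% FBS OPTI-MEM) pre-incubated 2 h, then treated with compounds 18-24 h at 37C/5% CO2 in concentration-response. CellTiter-Fluor viability read first; BugLite luciferase luminescence after 15 min at room temperature gives Nrf2 activity.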
CCT modulator – changes cytosolic chaperonin activity. purified chaperonin ATPase assay, HTRF ADP detection, 30 min. activity change, % (no concentration beside the values), hits read low. 0.3% of 360,000 active; in the data active means activity change below about -30%; further: on the % scale 0 is the no-effect control and ±100 the full control effect
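Nucleotide hydrolysis assay: TRiC at 20–40 nM final (set by batch activity) with 10 uM ATP, 30 min at 37 °C, in presence of 76 uM compound. Detection by competitive ADP HTRF, 30 min ambient.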
Numbers without * were called inactive; [ ] = remark or other dose. Unless noted, the call rests on the fitted dose curve; in most records, active means well fitted curve in the direction sought with a large enough effect; inconclusive means small, poorly fitted or top-dose-only effect, or another doubt; inactive means no such curve, though single readings can be large; an effect the other way counts as inactive or inconclusive.

Sample of the layout:
Results for Cc1nn(CCCC(=O)Nc2nccs2)c(C)c1[N+](=O)[O-] ?
HepG2 viability: -3%; MmCpn inh: 3%; S2 tox: inactive; Nrf2 ARE act: -0.3%; Akt phos inh: inactive; A549 viability: 0%; TGFb inhibitor: 9%; Nrf2 block: -3%; CCT modulator: -0.2

Results for COc1ccc(OCC(=O)NNC(=O)c2cccc(S(=O)(=O)N(C)C)c2)cc1 ?
HepG2 viability: -5%; MmCpn inh: 1%; S2 tox: inactive; Nrf2 ARE act: -0.6%; Akt phos inh: inactive; A549 viability: -1%; TGFb inhibitor: -18%; Nrf2 block: 10%; CCT modulator: -2.3

The listing, repeating the preview:
Results for Cc1nn(CCCC(=O)Nc2nccs2)c(C)c1[N+](=O)[O-] ?
HepG2 viability: -3%; MmCpn inh: 3%; S2 tox: inactive; Nrf2 ARE act: -0.3%; Akt phos inh: inactive; A549 viability: 0%; TGFb inhibitor: 9%; Nrf2 block: -3%; CCT modulator: -0.2

Results for COc1ccc(OCC(=O)NNC(=O)c2cccc(S(=O)(=O)N(C)C)c2)cc1 ?
HepG2 viability: -5%; MmCpn inh: 1%; S2 tox: inactive; Nrf2 ARE act: -0.6%; Akt phos inh: inactive; A549 viability: -1%; TGFb inhibitor: -18%; Nrf2 block: 10%; CCT modulator: -2.3

How did CC(C)(C)c1ccc(/C=N/NC(=O)c2ccccn2)cc1 do in these assays?
HepG2 viability: -33%; MmCpn inh: -3%; S2 tox: inactive; Nrf2 ARE act: -0.6%; Akt phos inh: inactive; A549 viability: -4%; TGFb inhibitor: 9%; Nrf2 block: inconclusive; CCT modulator: -1.3

Results for Cc1cnc(NC(=O)COc2cccc3c2OC(C)(C)C3)s1 ?
HepG2 viability: -25%; MmCpn inh: inconclusive; S2 tox: inactive; Nrf2 ARE act: -1.2%; Akt phos inh: inactive; A549 viability: -14%; TGFb inhibitor: -5%; Nrf2 block: inconclusive; CCT modulator: -0.6

How did Cc1ccccc1CSCc1nc2ccccc2[nH]1 do in these assays?
HepG2 viability: -29%; MmCpn inh: 3%; S2 tox: inactive; Nrf2 ARE act: 1.6%; Akt phos inh: inactive; A549 viability: 7%; TGFb inhibitor: inconclusive; Nrf2 block: 1%; CCT modulator: -0.6

Results for O=c1cc(CO)oc(CN2CCN(CCO)CC2)c1O ?
HepG2 viability: -43%; MmCpn inh: 3%; S2 tox: inactive; Nrf2 ARE act: -0.4%; Akt phos inh: inactive; A549 viability: -10%; TGFb inhibitor: -1%; Nrf2 block: 11%; CCT modulator: -1.2

How did COc1ccc(OC)c(C(c2nnnn2CC2CCCO2)N2CCN(C)CC2)c1 (configuration not stated) do in these assays?
HepG2 viability: -3%; MmCpn inh: 0%; S2 tox: inactive; Nrf2 ARE act: -0.5%; Akt phos inh: inactive; A549 viability: 8%; TGFb inhibitor: 23%; Nrf2 block: 8%; CCT modulator: 2.2

How did Cc1ccccc1OCc1nnc(SC(C)C(=O)O)n1-c1ccccc1 (configuration not stated) do in these assays?
HepG2 viability: -56%; S2 tox: inactive; Nrf2 ARE act: 0.2%; Akt phos inh: inactive; TGFb inhibitor: 1%; CCT modulator: -1.8

How did CC(C)CNC(=O)CC(=O)N/N=C/c1cccs1 do in these assays?
HepG2 viability: -4%; MmCpn inh: 0%; S2 tox: inactive; Nrf2 ARE act: 0.1%; Akt phos inh: inactive; A549 viability: 2%; TGFb inhibitor: 2%; Nrf2 block: 6%; CCT modulator: -2.9

How did CC(CCN1CCN=C1N(C)C)c1ccccc1 (configuration not stated) do in these assays?
HepG2 viability: -3%; MmCpn inh: 0%; S2 tox: inactive; Nrf2 ARE act: -0.9%; Akt phos inh: inactive; A549 viability: 5%; TGFb inhibitor: 3%; Nrf2 block: 2%; CCT modulator: 0.3

Results for COc1ccc(C(=O)N/C(=C\c2cn(S(=O)(=O)N(C)C)c3ccccc23)C(=O)N2CCN(C)CC2)cc1 ?
HepG2 viability: 1%; MmCpn inh: -2%; S2 tox: inactive; Nrf2 ARE act: -0.8%; Akt phos inh: inactive; A549 viability: 10%; TGFb inhibitor: -1%; Nrf2 block: 5%; CCT modulator: 0.2

What do the screens show for `CC[C@H](C)C(C(=O)N1CCN(C(=O)OC(C)(C)C)CC1)n1cc(C(CO)NC(=O)OC(C)(C)C)nn1` (some centres not stated)?
HepG2 viability: -7%; S2 tox: inactive; Nrf2 ARE act: 0.3%; Akt phos inh: inactive; A549 viability: 11%; TGFb inhibitor: 1%; Nrf2 block: -1%; CCT modulator: -1.5

Results for CC[C@@]1(C(=O)OC)N[C@H](CN(C)S(=O)(=O)c2ccc(C(C)(C)C)cc2)[C@@H]2C(=O)N(Cc3ccccc3)C(=O)[C@@H]21 ?
HepG2 viability: 18%; MmCpn inh: -2%; S2 tox: inactive; Nrf2 ARE act: 0.0%; Akt phos inh: inactive; A549 viability: 0%; TGFb inhibitor: -1%; Nrf2 block: 17%; CCT modulator: -0.1

How did Cc1ccc(-c2ccccc2)n1-c1cccc(C(=O)O)c1 do in these assays?
HepG2 viability: 6%; MmCpn inh: 0%; S2 tox: inactive; Nrf2 ARE act: inconclusive; Akt phos inh: inactive; A549 viability: 7%; TGFb inhibitor: -3%; Nrf2 block: 3%; CCT modulator: 1.3

How did CC(C)NC(=O)c1ccc(Sc2ccccc2)c([N+](=O)[O-])c1 do in these assays?
HepG2 viability: -23%; MmCpn inh: 0%; S2 tox: inactive; Nrf2 ARE act: 3.9%; Akt phos inh: inactive; A549 viability: 10%; TGFb inhibitor: -13%; CCT modulator: 1.3

Results for COc1ccc(Cc2c(-c3ccc(OC)c(OC)c3)nc3c(C)cc(Br)cn23)c(C)c1 ?
HepG2 viability: -30%; Nrf2 ARE act: 3.8%; Akt phos inh: inactive; TGFb inhibitor: -21%; CCT modulator: 0.4

How did COc1ccccc1CNC(=O)C(=O)NCC1OCCN1S(=O)(=O)c1ccc2c(c1)OCCO2 (configuration not stated) do in these assays?
HepG2 viability: 0%; MmCpn inh: 0%; S2 tox: inactive; Nrf2 ARE act: 0.1%; Akt phos inh: inactive; A549 viability: -2%; TGFb inhibitor: -1%; Nrf2 block: -6%; CCT modulator: 1.4

What do the screens show for `O=c1ccn(Cc2ccccc2Cl)cc1`?
HepG2 viability: 3%; MmCpn inh: 2%; S2 tox: inactive; Nrf2 ARE act: -0.6%; Akt phos inh: inactive; A549 viability: -13%[1.84 µM]; TGFb inhibitor: 12%; Nrf2 block: 4%; CCT modulator: -0.6

How did C(=C\c1nnc(-c2cccs2)o1)/c1ccccc1 do in these assays?
HepG2 viability: -20%; MmCpn inh: 2%; S2 tox: inactive; Nrf2 ARE act: 6.5%; Akt phos inh: inactive; A549 viability: -2%; TGFb inhibitor: inconclusive; Nrf2 block: inconclusive; CCT modulator: -3.1

Results for COCc1c(C(=O)N/N=C(/C)c2ccc(OCc3ccccc3)cc2)nnn1-c1nonc1N ?
HepG2 viability: -17%; MmCpn inh: 0%; S2 tox: inactive; Nrf2 ARE act: -0.7%; Akt phos inh: inactive; A549 viability: 3%; TGFb inhibitor: -5%; Nrf2 block: inconclusive; CCT modulator: -1.4

What do the screens show for `CN(CC(=O)NCc1ccccn1)S(=O)(=O)c1ccccc1`?
HepG2 viability: -1%; MmCpn inh: 0%; S2 tox: inactive; Nrf2 ARE act: -0.3%; Akt phos inh: inactive; A549 viability: -2%; TGFb inhibitor: -5%; Nrf2 block: -7%; CCT modulator: 1.4

How did COCCN(C(=O)CSc1nnc(-c2cccc(C)c2)n1C)c1c(N)n(Cc2ccccc2)c(=O)[nH]c1=O do in these assays?
HepG2 viability: 4%; MmCpn inh: -1%; S2 tox: inactive; Nrf2 ARE act: -0.3%; Akt phos inh: inactive; A549 viability: 9%; TGFb inhibitor: 5%; Nrf2 block: 1%; CCT modulator: 2.0

What do the screens show for `CC(C)(C)n1nnnc1C(c1cccc(C#N)c1)N1CCCCCC1` (configuration not stated)?
HepG2 viability: -4%; MmCpn inh: 3%; S2 tox: inactive; Nrf2 ARE act: 0.4%; Akt phos inh: inactive; A549 viability: 8%; TGFb inhibitor: -9%; Nrf2 block: 11%; CCT modulator: -0.9

What do the screens show for `CCc1nc2c(OCc3ccc(Cl)cc3)cccn2c1N(C)C(=O)c1ccco1`?
HepG2 viability: -64%; S2 tox: inconclusive; Nrf2 ARE act: -3.3%; Akt phos inh: inactive; TGFb inhibitor: inconclusive; CCT modulator: -2.6

What do the screens show for `CC1(C(=O)NC2CCCC2)CCC(=O)N1CCCn1ccnc1` (configuration not stated)?
HepG2 viability: 1%; S2 tox: inactive; Nrf2 ARE act: 0.2%; Akt phos inh: inactive; TGFb inhibitor: -2%; CCT modulator: -1.3

Results for Cc1ccc(C(c2sc3nc(-c4ccco4)nn3c2O)N2CCN(c3ccc(F)cc3)CC2)cc1 (configuration not stated) ?
HepG2 viability: 1%; S2 tox: inactive; Nrf2 ARE act: -0.2%; A549 viability: 13%; TGFb inhibitor: 11%

What do the screens show for `Cc1ccc(NC(=O)CNC(=O)c2cccs2)nc1`?
HepG2 viability: 0%; MmCpn inh: -2%; S2 tox: inactive; Nrf2 ARE act: 2.6%; Akt phos inh: inactive; A549 viability: -3%; TGFb inhibitor: 5%; Nrf2 block: 5%; CCT modulator: 1.0

Results for O=C(O)CN1C(=O)C(=O)N(Cc2cccc(F)c2)C1=O ?
HepG2 viability: 2%; MmCpn inh: 3%; S2 tox: inactive; Nrf2 ARE act: -0.5%; Akt phos inh: inactive; A549 viability: 2%; TGFb inhibitor: -1%; Nrf2 block: -1%; CCT modulator: 0.2

How did CCCN1Cc2cccc(C(=O)Nc3ccc(C(C)=O)cc3)c2C1=O do in these assays?
HepG2 viability: 0%; S2 tox: inactive; Nrf2 ARE act: 2.1%; A549 viability: 8%; TGFb inhibitor: 23%; Nrf2 block: 4%

High-throughput results deposited in PubChem BioAssay by National Center for Advancing Translational Sciences (NCATS).
